Screening data as filed in PubChem.
Giardia killer = kills Giardia lamblia; Giardia lamblia trophozoite viability; activity change, % at 7.66 µM, hits read low; actives 0.15% (n = 340,000); AID 540267; in the data active = activity change below about -80%; inconclusive = between about -30% and that limit;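 note: parasites exposed to compound for two days anaerobically before the ATP read; % is set by controls: 0 for no effect and ±100 for the full control effect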
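ATP-content bioluminescence gauges trophozoite survival. Cells (100/well) receive compound and incubate anaerobically for 48 hrs at 37 deg C; detection reagent follows for 15-30 min at room temperature.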
GALK inhibitor = galactokinase (human) inhibition | Purified GALK, Kinase-Glo residual ATP luminescence | AID 1868 | P51570 | actives 0.007% (n = 270,000) | Potency, µM (highest dose often 57.5 µM), without a hit: at the highest dose activity change, negative = inhibition, hits mostly inhibitors; note: potency is the fitted concentration of half-maximal effect; % is set by controls: 0 for no effect and ±100 for the full control effect
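Galactose (100 uM) and ATP (35 uM) were turned over by 5 nM GALK for 1 h at RT. Kinase-Glo Plus then converted the remaining ATP into a luminescent signal.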
Menin MLL FP TR = menin-MLL binding inhibition, Texas Red mutant peptide. Potency, µM (highest dose often 61.6 µM), without a hit: at the highest dose FP activity change, negative = inhibition, hits mostly inhibitors. AID 1768. Menin + Texas Red MLL mutant peptide, fluorescence polarization. O00255. actives 0.23% (n = 270,000); active = well fitted inhibition curve with a large enough effect in the polarisation, with a control signal flat, not every such curve was filed as active; inconclusive = small, poorly fitted or top-dose-only effect, or effect the other way, or a change in a side signal; inactive = no such curve, though single readings can be large or run the other way; the % refers to the polarisation; note: potency is the fitted concentration of half-maximal effect; % of control where 0% means no effect; many of its hits are not listed in these tables
Tb PFK inh = inhibitors of T. brucei phosphofructokinase. O15648. T. brucei PFK, ADP-Glo luminescence. Potency, µM (series often up to 57.5 µM), inactives show at the top dose activity, negative = inhibition, most hits filed as inhibitors. actives 0.17% (n = 330,000). AID 485367;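 note: potency is the fitted concentration of half-maximal effect; 0% = uninhibited 1x PFK enzyme wells and -100% = no-enzyme wells; nearly all actives have a fitted effect of over 60% in size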
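Activity is normalized to no-enzyme wells (full inhibition) and 1.25 nM enzyme wells (no inhibition). Reaction: 0.5 mM F6P, 0.1 mM ATP, 45 min RT, ADP-Glo luminescence; concentration-response curves fitted and classed by quality.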
Coupling enz = counter-screen for Giardia aldolase inhibitors: coupling enzyme system. coupling enzyme system counterscreen, AmpLite Red fluorescence. activity change, negative = inhibition, % at 58.2 µM, hits read low. actives 0.67% (n = 290,000); in the data active = activity change below about -30%; note: % is set by controls: 0 for no effect and ±100 for the full control effect
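Final compound at 57.5 uM, incubated 10 min at RT with coupling enzyme reagent (glyceraldehyde-3-phosphate), then 20 min with substrate and AmpLite Red detection. Fluorescence read at 525/598 nm; tests interference with the coupling assay, not aldolase inhibition.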
PKM2 activator = increases activity of human pyruvate kinase M2. purified PKM2, Kinase-Glo ATP luminescence, activation; response scale: 0% is enzyme alone, no compound. Potency, µM (series often up to 57.5 µM), inactives show at the top dose activation, usual class: activators. actives 0.34% (n = 260,000); note: potency is the fitted concentration of half-maximal effect; % is set by controls: 0 for no effect and ±100 for the full control effect; nearly all actives have a fitted effect of over 55% in size
Target sequence (P14618 whole entry, looked up): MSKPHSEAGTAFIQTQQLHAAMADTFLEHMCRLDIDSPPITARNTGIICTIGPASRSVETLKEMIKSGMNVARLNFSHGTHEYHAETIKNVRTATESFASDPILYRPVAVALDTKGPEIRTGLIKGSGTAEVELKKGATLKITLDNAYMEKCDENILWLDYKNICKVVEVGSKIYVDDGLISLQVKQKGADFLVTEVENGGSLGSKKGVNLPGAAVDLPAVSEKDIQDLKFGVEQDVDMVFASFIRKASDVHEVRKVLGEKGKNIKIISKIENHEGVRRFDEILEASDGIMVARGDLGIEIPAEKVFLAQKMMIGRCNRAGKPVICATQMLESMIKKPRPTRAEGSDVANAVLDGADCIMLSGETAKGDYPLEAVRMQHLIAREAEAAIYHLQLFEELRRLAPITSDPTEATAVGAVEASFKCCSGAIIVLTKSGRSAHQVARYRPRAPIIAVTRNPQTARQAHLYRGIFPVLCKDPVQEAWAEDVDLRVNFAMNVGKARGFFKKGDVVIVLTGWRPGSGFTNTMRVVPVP
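hPK-M2, >95% pure; 0.1 mM ADP / 0.5 mM PEP final; imidazole pH7.2 buffer w/ 7 mM MgCl2, 50 mM KCl; 1 h RT; Kinase-Glo lum. Intermediate enzyme activity for dual inhibitor/activator qHTS.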
B2AR arrestin = recruits beta-arrestin to the human beta2-adrenergic receptor | beta-arrestin recruitment to beta2AR, cell-based reporter | P07550 | Potency, µM (highest dose often 46.1 µM), for the others: at the highest dose activation, actives largely listed as activators | AID 492947 | actives 0.02% (n = 330,000);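 note: potency is the fitted concentration of half-maximal effect; 0% = DMSO controls and full agonism = EC100 isoproterenol or metaproterenol; nearly all actives have a fitted effect of over 65% in size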
Target sequence (P07550 whole entry, looked up): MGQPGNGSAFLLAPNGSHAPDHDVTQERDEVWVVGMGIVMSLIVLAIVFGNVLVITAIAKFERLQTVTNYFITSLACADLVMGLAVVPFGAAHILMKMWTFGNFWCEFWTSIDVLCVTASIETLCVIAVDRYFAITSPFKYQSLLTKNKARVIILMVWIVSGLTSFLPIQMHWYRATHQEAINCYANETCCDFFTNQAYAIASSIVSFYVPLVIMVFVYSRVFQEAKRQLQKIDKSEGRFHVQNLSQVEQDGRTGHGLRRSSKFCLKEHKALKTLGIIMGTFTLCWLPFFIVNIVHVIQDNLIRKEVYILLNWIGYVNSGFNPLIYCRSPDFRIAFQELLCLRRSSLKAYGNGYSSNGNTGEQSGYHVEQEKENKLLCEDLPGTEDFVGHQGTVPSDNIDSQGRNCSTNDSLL
Integrin act MD = activators of alpha7 integrin expression for muscular dystrophy; alpha7betagal myoblasts, beta-gal FDG fluorescence, 48 h; Potency, µM (series often up to 38.3 µM), without a hit: at the highest dose activation, usual class: activators; actives 0.064% (n = 350,000); AID 624291;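 note: potency is the fitted concentration of half-maximal effect; 100% = response of the positive control SU9516; nearly all actives have a fitted effect of over 60% in size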
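alpha7betagal+/- myoblasts (passage 13, 250/well) treated 48 h at 37C with compounds at 1:260 dilution of DMSO stock. Lysed, then beta-galactosidase activity read as FDG fluorescence (ex 480/em 540) after 30 min, with pre-read for autofluorescence.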
TSG101-PTAP inh = blocks PTAP/TSG101 interaction to inhibit HIV-1 budding | Q99816 | Fluorescence polarization, FITC-PTAP peptide / Tsg101 binding | Potency, µM (series often up to 115 µM), without a hit: at the top dose activity change, negative = inhibition, most hits filed as inhibitors | 340,000 tested, under 10 active | AID 493005; active = well fitted inhibition curve with a large enough effect in the main read-out, with a control signal flat, not every such curve was filed as active; inconclusive = small, poorly fitted or top-dose-only effect, or effect the other way, or a change in a side signal; inactive = no such curve, though single readings can be large or run the other way; note: potency is the fitted concentration of half-maximal effect; % of control where 0% means no effect
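Tsg101 binding domain (10 uM final) was mixed with compound and a FITC-labeled PTAP peptide (50 nM final) in HEPES pH 7.5 buffer with NaCl, Tween 20, EDTA and TCEP; fluorescence polarization was read after 20 min at r.t.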
S-ASM inh = blocks human secretory acid sphingomyelinase | P17405 | placental ASM, HMU-PC fluorogenic substrate, 60 min | Potency, µM (doses to about 57.5 µM), for inactives: top-dose activity change, negative = inhibition, actives largely listed as inhibitors | actives 0.006% (n = 340,000) | AID 504937; note: potency is the fitted concentration of half-maximal effect
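Fluorogenic HMU-PC substrate (9 uM final) is turned over by placental ASM in 60 min at 37 C after a 10 min compound preincubation. Reaction ended by alkaline stop (pH 10), with fluorescence read at 386/447 nm.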
Chronic BCR inh = blocks chronic active B-cell receptor signaling. ABC-DLBCL IkBa-CBG/CBR reporter, luminescence ratio, 4 h. Potency, µM (series often up to 46.1 µM), without a hit: at the top dose ratio change, negative = lower green/red ratio, most hits filed as inhibitors. actives 0.05% (n = 340,000). AID 493014; active = well fitted inhibition curve with a large enough effect in the signal ratio, with a control signal flat, not every such curve was filed as active; inconclusive = small, poorly fitted or top-dose-only effect, or effect the other way, or a change in a side signal; the % refers to the signal ratio;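 note: potency is the fitted concentration of half-maximal effect; plate controls were basal doxycycline-induced cells for no effect and cells given 10 µM MG132 for full effect; MG132 reads +100%, hits lower the ratio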
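Concentration-response series (up to 46 uM) were applied to TMD8 dual-reporter cells for 4 h at 37C with doxycycline. Green/red ratio, after filter-overlap correction, defined %Activity; red signal alone was normalised to basal cells and zero luminescence.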
An asterisk follows results filed as active; ? = inconclusive; nt = no result given; [ ] = dose if it differs, or a comment. Unless noted, calls come from the whole dose curve; as a rule, active = well fitted curve in the direction sought with a large enough effect; inconclusive = small, poorly fitted or top-dose-only effect, or another doubt; inactive = no such curve, though single readings can be large; an effect the other way counts as inactive or inconclusive. This is a subset, so the mix of outcomes need not match the whole.

#1 COc1ccc(C(C(=O)Nc2ccc(F)cc2)N(C(=O)Cn2nnc3ccccc32)C2CC2)cc1 (centres undefined)
#2 COc1ccc(-c2[nH]ncc2/C=N/NC(=O)c2cc(Br)ccc2O)c(OC)c1
#3 Cc1ccc(Cl)cc1N1CCN(Cc2nc3c(c(=O)[nH]c(=O)n3C)n2CCc2ccccc2)CC1
#4 COc1ccc(C(=O)OCC(=O)Nc2cc(C)c(C)cc2[N+](=O)[O-])cc1
#5 CC(C)CN(C(=O)c1cc(=O)[nH]c2ccccc12)c1c(N)n(Cc2ccccc2)c(=O)[nH]c1=O
#6 O=C(Cc1ccccc1F)Nc1cc(S(=O)(=O)N2CCCC2)ccc1Cl
#7 CCOc1ccc(C2C3=C(CCCC3=O)Nc3nc(C(F)(F)F)nn32)cc1OC (centres undefined)
#8 COC(=O)c1c(NC(=O)c2c(C)noc2C)sc2c1CCCCCC2
screen / no.	1	2	3	4	5	6	7	8
Integrin act MD	-16%	-4%	15%	44%	10%	-14%	3%	nt
B2AR arrestin	0.6%	-0.3%	-0.4%	-0.9%	-0.3%	-0.2%	-0.3%	-0.4%
GALK inhibitor	-1%	1%	-3%	0%	nt	nt	0%	0%
Chronic BCR inh	?	?	?	?	0%	-8%	?	2%
S-ASM inh	?	-3%	-3%	2%	1%	2%	67%[activator]	nt
TSG101-PTAP inh	-7%	-1%	-1%	0%	1%	-1%	-3%	nt
Giardia killer	5	-18	-3	4	-7	-23	-16	nt
Coupling enz	-2	2	0	3	nt	nt	-1	1
PKM2 activator	-4%	-1%	8%	2%	nt	nt	22%	-3%
Tb PFK inh	-2%	13%	5%	-2%	-8%	1%	0%	3%
Menin MLL FP TR	nt	?	1%	10%	nt	nt	-17%	-2%

#9 COc1cc2cc(C(=O)N/N=C/c3ccc(F)cc3)[nH]c2cc1OC
#10 Cc1cc(C)cc(OCCn2nnc3ccccc32)c1
#11 CSc1nc2nccc(-c3ccc4c(c3)OCO4)n2n1
#12 O=C(/C=C/c1ccc(Cl)cc1Cl)N1CCN(c2ccc([N+](=O)[O-])c(N3CCOCC3)c2)CC1
#13 COC(=O)c1cc(Br)c(=O)n(-c2cc(C)on2)c1
#14 O=C(c1cccs1)N1CCCN(c2ncnc3scc(-c4ccccc4)c23)CC1
#15 CS(=O)(=O)c1ccc2nc(NC(=O)CN3CCCCCC3)sc2c1
#16 O=C1S/C(=C\c2cccs2)C(=O)N1c1ccc(O)cc1
screen / no.	9	10	11	12	13	14	15	16
Integrin act MD	-32%	16%	15%	-12%	17%	3%	-16%	-23%
B2AR arrestin	-0.3%	?	0.4%	0.0%	0.2%	-1.0%	-0.4%	-0.9%
GALK inhibitor	4%	3%	5%	nt	7%	nt	0%	nt
Chronic BCR inh	?	-5%	8%	-1%	1%	?	?	?
S-ASM inh	86%[activator]	-3%	368%[activator]	-14%	6%	-2%	1%	-5%
TSG101-PTAP inh	-1%	-3%	-2%	-1%	-8%	-3%	2%	-4%
Giardia killer	3	-4	-14	-2	-21	6	-7	-16
Coupling enz	1	0	0	0	3	5	4	0
PKM2 activator	nt	1%	-5%	-2%	-6%	-32%	0%	nt
Tb PFK inh	-5%	1%	-1%	-2%	1%	3%	-1%	-2%
Menin MLL FP TR	?	41%[activator]	8%	11%	1%	nt	-2%	72%[activator]

Some of the entries so far, as a markdown table.
| cpd | Molecule | Integrin act MD | B2AR arrestin | GALK inhibitor | Chronic BCR inh | S-ASM inh | TSG101-PTAP inh | Giardia killer | Coupling enz | PKM2 activator | Tb PFK inh | Menin MLL FP TR |
| --- | --- | --- | --- | --- | --- | --- | --- | --- | --- | --- | --- | --- |
| 6 | O=C(Cc1ccccc1F)Nc1cc(S(=O)(=O)N2CCCC2)ccc1Cl | -14% | -0.2% | nt | -8% | 2% | -1% | -23 | nt | nt | 1% | nt |
| 7 | CCOc1ccc(C2C3=C(CCCC3=O)Nc3nc(C(F)(F)F)nn32)cc1OC (centres undefined) | 3% | -0.3% | 0% | ? | 67%[activator] | -3% | -16 | -1 | 22% | 0% | -17% |
| 8 | COC(=O)c1c(NC(=O)c2c(C)noc2C)sc2c1CCCCCC2 | nt | -0.4% | 0% | 2% | nt | nt | nt | 1 | -3% | 3% | -2% |
| 9 | COc1cc2cc(C(=O)N/N=C/c3ccc(F)cc3)[nH]c2cc1OC | -32% | -0.3% | 4% | ? | 86%[activator] | -1% | 3 | 1 | nt | -5% | ? |
| 10 | Cc1cc(C)cc(OCCn2nnc3ccccc32)c1 | 16% | ? | 3% | -5% | -3% | -3% | -4 | 0 | 1% | 1% | 41%[activator] |
| 11 | CSc1nc2nccc(-c3ccc4c(c3)OCO4)n2n1 | 15% | 0.4% | 5% | 8% | 368%[activator] | -2% | -14 | 0 | -5% | -1% | 8% |
| 12 | O=C(/C=C/c1ccc(Cl)cc1Cl)N1CCN(c2ccc([N+](=O)[O-])c(N3CCOCC3)c2)CC1 | -12% | 0.0% | nt | -1% | -14% | -1% | -2 | 0 | -2% | -2% | 11% |
| 13 | COC(=O)c1cc(Br)c(=O)n(-c2cc(C)on2)c1 | 17% | 0.2% | 7% | 1% | 6% | -8% | -21 | 3 | -6% | 1% | 1% |
| 14 | O=C(c1cccs1)N1CCCN(c2ncnc3scc(-c4ccccc4)c23)CC1 | 3% | -1.0% | nt | ? | -2% | -3% | 6 | 5 | -32% | 3% | nt |
| 15 | CS(=O)(=O)c1ccc2nc(NC(=O)CN3CCCCCC3)sc2c1 | -16% | -0.4% | 0% | ? | 1% | 2% | -7 | 4 | 0% | -1% | -2% |
| 16 | O=C1S/C(=C\c2cccs2)C(=O)N1c1ccc(O)cc1 | -23% | -0.9% | nt | ? | -5% | -4% | -16 | 0 | nt | -2% | 72%[activator] |

Shown with each value named: two of the compounds above.
(9) COc1cc2cc(C(=O)N/N=C/c3ccc(F)cc3)[nH]c2cc1OC
  Integrin act MD: -32%
  B2AR arrestin: -0.3%
  GALK inhibitor: 4%
  Chronic BCR inh: ?
  S-ASM inh: 86%[activator]
  TSG101-PTAP inh: -1%
  Giardia killer: 3
  Coupling enz: 1
  PKM2 activator: nt
  Tb PFK inh: -5%
  Menin MLL FP TR: ?
(10) Cc1cc(C)cc(OCCn2nnc3ccccc32)c1
  Integrin act MD: 16%
  B2AR arrestin: ?
  GALK inhibitor: 3%
  Chronic BCR inh: -5%
  S-ASM inh: -3%
  TSG101-PTAP inh: -3%
  Giardia killer: -4
  Coupling enz: 0
  PKM2 activator: 1%
  Tb PFK inh: 1%
  Menin MLL FP TR: 41%[activator]

Carrying on.
#17 COc1ccc(O)c(-c2nc(N)nc(N)n2)c1
#18 Cc1ccc(-n2c(-c3ccco3)nc3nc4ccccc4nc32)cc1F
#19 CCC(=O)N1CCCc2cc(S(=O)(=O)N3CCN(c4ccccn4)CC3)ccc21
#20 CC(C)(O)c1[nH]c2ccc(C#N)cc2c1C(C)(C)O
#21 OCCN1CCN(C(=S)c2ccc(Cl)cc2)CC1
screen / no.	17	18	19	20	21
Integrin act MD	31%	6%	-9%	3%	20%
B2AR arrestin	0.1%	-0.4%	-0.1%	-0.7%	-0.2%
GALK inhibitor	nt	0%	-4%	nt	1%
Chronic BCR inh	?	10%	?	11%	?
S-ASM inh	6%	113%[activator]	-1%	9%	-4%
TSG101-PTAP inh	-7%	-9%	1%	-4%	0%
Giardia killer	-1	24	-6	2	78[activator]
Coupling enz	nt	0	0	1	1
PKM2 activator	nt	-9%	0%	0%	0%
Tb PFK inh	0%	-2%	-5%	-6%	?
Menin MLL FP TR	nt	-2%	?	0%	-2%
